NTMT1 inhibitor: NTMT1 methyltransferase inhibition. Q9BV86. 59,000 tested, 2.5% active. NTMT1 MTase-Glo SAH luminescence, purified enzyme. Potency, µM (series often up to 114 µM), inactives show at the top dose activity change, negative = inhibition, actives largely listed as inhibitors;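 also: plate controls were DMSO vehicle for no effect and no enzyme for full effect; nearly all actives have a fitted effect of over 65% in size; many of its hits are not listed in these tables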
FH mod: Identification of activators of human fumarate hydratase by quantitative high-throughput screening; Fumarate hydratase, mitochondrial (Homo sapiens), P07954; Potency, µM (top dose mostly 79.9 µM), for inactives: at the highest dose activity change, negative = inhibition, usual class: inhibitors; FH coupled MDH/diaphorase resazurin fluorescence, 15 min; 54,000 tested, 0.22% active; also: the screen sought activators but most active calls are inhibition curves; nearly all actives have a fitted effect of over 45% in size
An asterisk follows results filed as active; ? = inconclusive; . = not tested or not shown; & = joins results of further samples; [ ] = remark or other dose. Calls follow the shape of the dose curve; as a rule, active = well fitted curve in the direction sought with a large enough effect; inconclusive = small, poorly fitted or top-dose-only effect, or another doubt; inactive = no such curve, though single readings can be large; an effect the other way counts as inactive or inconclusive. Unless noted, % is scaled to controls: 0 for no effect and ±100 for the full control effect; potency is read from the fitted curve at half-maximal effect. Only part of the results is shown; count on the stated rates, not on these rows.

SMILES	NTMT1 inhibitor	FH mod
Cc1[nH]c2ccccc2c1P(=S)(c1ccccc1)c1ccccc1	12%	.
CC1(C)C(=O)N(c2ccc(C#N)c(C(F)(F)F)c2)C(=S)N1Cc1ccc(-c2cn[nH]n2)cc1	25%	.
CCOc1ccc(CCNC(=O)c2cc3ncccc3n2Cc2cccc(C)n2)cc1OCC	5%	.
CC1(C)CC[C@]2(NC(=O)C(C)(F)F)CC[C@]3(C)[C@H](C(=O)C=C4[C@@]5(C)C=C(C#N)C(=O)C(C)(C)[C@@H]5CC[C@]43C)[C@@H]2C1	-5%	.
CC(=O)OCC(N)C(=O)c1ccccc1 (stereo not drawn)	27%	.
Cn1c(-c2ccccc2)c(P(=S)(c2ccccc2)c2ccccc2)c2ccccc21	15%	.
CCOc1ccc(CCNC(=O)c2cc3ccccc3n2Cc2cccc(C)c2)cc1OCC	9%	.
CCOc1ccc(CCNC(=O)c2cc3ccncc3n2Cc2cccc(C)n2)cc1OCC	8%	.
Cc1cccc(C)c1OP(=O)(OCc1c(-c2ccccc2)no[n+]1[O-])Oc1c(C)cccc1C	5%	.
CCOc1ccc(CCNC(=O)c2cc3ccccc3n2CCN2CCOCC2)cc1OCC	1%	.
Cc1ncc(OC[C@@]2(c3cccc(F)c3)C[C@H]2C(=O)Nc2ccc(F)cn2)c(C)n1	3%[57.5 µM]	.
COc1cc2cc(c1Cl)N(C)C(=O)C[C@H](OC(=O)C(C)C)[C@]1(C)O[C@@H]1[C@H](C)[C@@H]1C[C@@](O)(NC(=O)O1)[C@H](OC)/C=C/C=C(\C)C2	12%	.
C[C@]12Cc3nonc3C[C@@H]1CC[C@@H]1[C@@H]2CC[C@@]2(C)[C@H]1CC[C@]2(C)O	-15%[57.5 µM]	-11%[53.3 µM]
COC1CC(O[C@H]2CC[C@@]3(C)C(CCC4C3CC[C@]3(C)C(C5=CC(=O)OC5)CCC43O)C2)OC(C)C1OC1OC(COC2OC(CO)C(O)C(O)C2O)C(O)C(O)C1O (stereo partly drawn)	22%[12.6 µM]	-2%[20.6 µM]
COC1CC(O[C@H]2CC[C@]3(C=O)C4CC[C@]5(C)[C@@H](C6=CC(=O)OC6)CC[C@]5(O)[C@@H]4CC[C@@H]3C2)OC(C)C1O[C@@H]1O[C@H](CO)[C@@H](O[C@@H]2O[C@H](CO)[C@@H](O)[C@H](O)[C@H]2O)[C@H](O)[C@H]1O (stereo partly drawn)	-5%[12.6 µM]	1%[20.6 µM]
C[C@]12CC[C@H](OC3OC(CO)C(O)C(O)C3OC3OC(CO)C(O)C(O)C3O)C[C@@H]1CC[C@@H]1C2CC[C@]2(C)[C@@H](C3=CC(=O)OC3)CC[C@]12O (stereo partly drawn)	12%[12.6 µM]	-1%[20.6 µM]
CC(=O)OC[C@]12C[C@H](O)C(C)=C[C@H]1O[C@@H]1[C@H](O)[C@@H](OC(C)=O)[C@@]2(C)[C@]12CO2	-16%[29.8 µM]	-3%[53.3 µM]
C/C(O)=C(\C#N)C(=O)Nc1cc(Br)ccc1Br	?	?
COc1ccc2c(c1OC)CN1CCc3cc4c(cc3C1C2)OCO4 (stereo not drawn)	-1%	?
O=C1Nc2ccc3ncsc3c2/C1=C/c1cnc[nH]1	?	-3%
CC[C@H]1C[C@@H]2CC[C@@H](O2)[C@@H](C)C(=O)O[C@H](CC)C[C@H]2CC[C@H](O2)[C@H](C)C(=O)O[C@@H](C)C[C@@H]2CC[C@@H](O2)[C@@H](C)C(=O)O[C@H](CC)C[C@H]2CC[C@H](O2)[C@H](C)C(=O)O1	-15%[12.6 µM]	-3%[20.6 µM]
N#Cc1cn([C@@H]2O[C@H](CO)[C@H](O)[C@@H]2O)c2ncnc(N)c12	8.9µM*	3%
C[C@]12CC[C@H](O[C@@H]3O[C@H](CO)[C@@H](O)[C@H](O)[C@H]3O)CC1CC[C@@H]1C2CC[C@]2(C)[C@@H](C3=CC(=O)OC3)CC[C@]12O (stereo partly drawn)	-10%[29.8 µM]	2%[53.3 µM]
C[C@]12CCC(=O)C=C1CC[C@@H]1[C@@H]2[C@@H](O)C[C@]2(C)C(=O)CC[C@@H]12	?	6%
CC(C)OC(=O)c1ccnc2cc(C(OCCN3CCCCC3)c3ccccc3Cl)sc12 (stereo not drawn)	?	-5%
C[C@H]1O[C@@H](O[C@H]2[C@@H](O)C[C@H](O[C@H]3[C@@H](O)C[C@H](O[C@H]4CC[C@@]5(C)[C@H](CC[C@@H]6[C@@H]5CC[C@]5(C)[C@@H](C7=CC(=O)OC7)CC[C@]65O)C4)O[C@@H]3C)O[C@@H]2C)C[C@H](O)[C@@H]1O	8%[12.6 µM]	-8%[20.6 µM]
C[C@]12CC[C@@H](O)C[C@@H]1CC[C@@H]1[C@@H]2CC[C@]2(C)C(=O)[C@@H](Br)C[C@@H]12	20%[57.5 µM]	1%
O=C(O)CNC(=O)c1c(O)c2ccccc2n(Cc2ccccc2)c1=O	-6%&-14%[57.5 µM]	-1%
C=C[C@H]1[C@H](O[C@@H]2O[C@H](CO)[C@@H](O)[C@H](O)[C@H]2O)OC=C2C(=O)OCC[C@H]21	16%[29.8 µM]	1%[53.3 µM]
C[N+]1(CCC(C(N)=O)(c2ccccc2)c2ccccc2)CCCCC1	18%[57.5 µM]	-2%[53.3 µM]
CC[C@@H](CO)NC(=O)[C@@H]1C=C2c3cccc4[nH]cc(c34)C[C@H]2N(C)C1	8%[57.5 µM]	-2%&6%[53.3 µM]
C=CCN1CCC2(C)c3cc(O)ccc3C[C@H]1[C@H]2C	7%[57.5 µM]	7%
CN(C)[C@@H]1C(=O)C(C(N)=O)=C(O)[C@@]2(O)C(=O)C3=C(O)c4c(O)ccc(Cl)c4[C@@](C)(O)C3C[C@@H]12 (stereo partly drawn)	?	2%
CCOC(=O)c1cncn1C(C)c1ccccc1 (stereo not drawn)	0%&-11%[57.5 µM]	5%
CCOC(=O)Nc1ccc(NCc2ccc(F)cc2)cc1N	?	?
CO[C@H]1C[C@H](O[C@H]2CC[C@@]3(C)C(=CCC4C3CC[C@]3(C)[C@@H](C5=CC(=O)OC5)CC[C@]43O)C2)O[C@@H](C)[C@@H]1O[C@@H]1O[C@H](CO[C@@H]2O[C@H](CO)[C@@H](O)[C@H](O)[C@H]2O)[C@@H](O)[C@H](O)[C@H]1O (stereo partly drawn)	-5%[12.6 µM]	7%[20.6 µM]
C[C@]12CC[C@@H](O[C@@H]3O[C@H](CO)[C@@H](O)[C@H](O)[C@H]3O)C[C@@]1(O)CCC1C2CC[C@]2(C)[C@@H](C3=CC(=O)OC3)CC[C@]12O (stereo partly drawn)	7%[29.8 µM]	-7%[53.3 µM]
C[C@H]1O[C@@H](O[C@H]2CC[C@]3(CO)C4CC[C@]5(C)[C@@H](C6=CC(=O)OC6)CC[C@]5(O)[C@@H]4CC[C@H]3C2)[C@H](O)[C@H](O)[C@@H]1O[C@@H]1O[C@H](CO)[C@@H](O)[C@H](O)[C@H]1O (stereo partly drawn)	-1%[12.6 µM]	-2%[20.6 µM]
NC(=O)[C@@H](CC1CC1)[C@@H](CCC(F)(F)F)C(=O)N[C@H]1N=C(c2ccccc2)c2cccc(F)c2NC1=O	14%[57.5 µM]	4%
O=C(NCCN1CCC2(CC1)C(=O)NCN2c1cccc(F)c1)c1ccc2ccccc2c1	1%[57.5 µM]	-10%
Cc1ccccc1CN1CCC(N2CCC(n3c(=O)[nH]c4ccccc43)CC2)CC1	2%[57.5 µM]	-3%
O=C(NC(=O)c1c(F)cccc1F)Nc1cc(Cl)c(OC(F)(F)C(F)C(F)(F)F)cc1Cl (stereo not drawn)	-35%[57.5 µM]	-7%[53.3 µM]
CCc1cc(OC)c(C[C@H](C)N)cc1OC	?	-1%
COC(=O)[C@@H](N)CCCN/C(N)=N/[N+](=O)[O-]	-14%[57.5 µM]	2%[53.3 µM]
O=S(=O)(CC1CS1)c1ccc(Oc2ccccc2)cc1 (stereo not drawn)	-8%	-5%[53.3 µM]
CNc1ccc2oc(C[C@H]3O[C@@]4(CC[C@H]3C)O[C@H](C(C)C(=O)c3ccc[nH]3)[C@H](C)C[C@H]4C)nc2c1C(=O)O (stereo partly drawn)	?	-15%
CCC1(c2ccc(N)cc2)CCC(=O)NC1=O (stereo not drawn)	4%	-22%&9%&1%[53.3 µM]
COP(=S)(OC)Oc1ccc(S(N)(=O)=O)cc1	?	5%[53.3 µM]
c1ccc(N2CCNCC2)cc1	24%[57.5 µM]	1%[53.3 µM]
CC[N+]1(CCOC(=O)C(O)(c2ccccc2)c2ccccc2)CCCCC1	6%[57.5 µM]	0%[53.3 µM]
CCC1(C2=NCCN2)Cc2ccccc2O1 (stereo not drawn)	35%[activator][57.5 µM]	0%&-3%[53.3 µM]
C1=C2CCCN[C@H]2[C@@H]2C[C@H]1[C@H]1CCCCN1C2	4%[57.5 µM]	21%
NP(N)(=O)NC(=O)c1ccc(F)cc1	-22%[57.5 µM]	0%[53.3 µM]
Cc1c(N2C(=O)[C@@H]3[C@H](O)CCN3C2=O)ccc(C#N)c1Cl	7%[57.5 µM]	4%
CCCSP(=O)(OCC)SCCC	-23%	0%
COc1cc(CC(C)N)cc(OC)c1OC (stereo not drawn)	?	10%
COC[C@@H](NC(C)=O)C(=O)NCc1ccccc1	14%	7%[53.3 µM]
C[C@@H]1CN(Cc2ccc(F)cc2)CCN1C(=O)COc1ccc(Cl)cc1NC(N)=O	5%[57.5 µM]	4%
O=C(Nc1ccncc1)C(=O)c1cn(Cc2ccc(Cl)cc2)c2ccccc12	11%	3%[53.3 µM]
O=C(NCCN1CCC2(CC1)C(=O)NCN2c1cccc(F)c1)c1ccc(F)c(F)c1	8%[57.5 µM]	4%
Further results:
SMILES	NTMT1 inhibitor	FH mod
CC(=O)O[C@H]1C(=O)[C@]2(C)C(O)C[C@H]3OC[C@@]3(OC(C)=O)[C@H]2[C@H](OC(=O)c2ccccc2)[C@]2(O)C[C@H](O)C(C)=C1C2(C)C (stereo partly drawn)	-1%[12.6 µM]	9%[20.6 µM]
C1CN2CCC1CC2	-20%[57.5 µM]	-3%[53.3 µM]
C[C@@]12C[C@@H](c3ccoc3)OC(=O)C1CC[C@]1(C)[C@H]2[C@H]2C=C[C@]1(O)C(=O)O2 (stereo partly drawn)	-8%[29.8 µM]	0%[53.3 µM]
O=C(Nc1ccc(Br)cc1)c1cc(Br)cc(Br)c1O	30%[57.5 µM]	-25%[53.3 µM]
C=C1[C@@H]2CC[C@@]3(C)[C@H](c4ccoc4)OC(=O)C[C@]13O[C@H]1CC(=O)C(C)(C)[C@H](C(OC(C)=O)C(=O)OC)[C@]12C (stereo partly drawn)	-7%[29.8 µM]	3%[53.3 µM]
COc1cc(O)c2c(c1)/C=C/C[C@@H](O)[C@@H](O)C(=O)CCC[C@H](C)OC2=O	?	-2%[53.3 µM]
COc1ccc(C(=O)N2CCCC2=O)cc1	6%	2%&-1%&2%[53.3 µM]
Cc1c(Cl)cccc1S(=O)(=O)Nc1nc(CC(=O)N2CCN(C)CC2)cs1	-2%[57.5 µM]	1%
CCC1CN2CCC3(C(=O)Nc4cccc(O)c43)C2CC1/C(=C/OC)C(=O)OC (stereo not drawn)	-6%[29.8 µM]	10%[53.3 µM]
CCCCCCCCCC(CC)c1ccc(S(=O)(=O)O)cc1 (stereo not drawn)	10µM*	?
C[C@]12Cc3cn[nH]c3C[C@@H]1CC[C@@H]1[C@@H]2CC[C@@]2(C)[C@H]1CC[C@]2(C)O	3%	-3%[53.3 µM]
CN(C)c1cc2c(cc1Sc1nc3c(N)nccc3n1CCNCC(C)(C)C)OCO2	-16%	2%

Ordered by heavy-atom count (lowest first): part of the list above
SMILES	NTMT1 inhibitor	FH mod
C1CN2CCC1CC2	-20%[57.5 µM]	-3%[53.3 µM]
COc1ccc(C(=O)N2CCCC2=O)cc1	6%	2%&-1%&2%[53.3 µM]
O=C(Nc1ccc(Br)cc1)c1cc(Br)cc(Br)c1O	30%[57.5 µM]	-25%[53.3 µM]
CCCCCCCCCC(CC)c1ccc(S(=O)(=O)O)cc1 (stereo not drawn)	10µM*	?
C[C@]12Cc3cn[nH]c3C[C@@H]1CC[C@@H]1[C@@H]2CC[C@@]2(C)[C@H]1CC[C@]2(C)O	3%	-3%[53.3 µM]
COc1cc(O)c2c(c1)/C=C/C[C@@H](O)[C@@H](O)C(=O)CCC[C@H](C)OC2=O	?	-2%[53.3 µM]
Cc1c(Cl)cccc1S(=O)(=O)Nc1nc(CC(=O)N2CCN(C)CC2)cs1	-2%[57.5 µM]	1%
CCC1CN2CCC3(C(=O)Nc4cccc(O)c43)C2CC1/C(=C/OC)C(=O)OC (stereo not drawn)	-6%[29.8 µM]	10%[53.3 µM]
CC(=O)O[C@H]1C(=O)[C@]2(C)C(O)C[C@H]3OC[C@@]3(OC(C)=O)[C@H]2[C@H](OC(=O)c2ccccc2)[C@]2(O)C[C@H](O)C(C)=C1C2(C)C (stereo partly drawn)	-1%[12.6 µM]	9%[20.6 µM]

Source: PubChem (National Center for Advancing Translational Sciences (NCATS))
